Yeast lifespan up = compounds extending yeast replicative lifespan, primary screen, S. cerevisiae, OD615; S. cerevisiae growth with nicotinamide; deaD strain in restrictive glucose medium; inhibition of the nicotinamide effect, % at 10 µM; 130,000 tested, 0.68% active; AID 775, 2007;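 active = inhibition above a set limit, placed 3 SD over the median of all compounds, cut at about 26% in these data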;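 also: 0% = nicotinamide-treated wells and 100% = cells grown without nicotinamide; some compounds called inactive have numbers as strong as hits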
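Test system – modified budding yeast, DeaD strain · Compound – single dose 10 µM compound, 0.25% DMSO · Times – culture preincubation 4 h, compound exposure 48 h, both 30 °C · Detection – optical density (absorbance) at 615 nm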
MRP-1 activ = H69AR viability gain despite doxorubicin, primary screen, MRP-1 activator project, H69AR cells, CellTiter-Glo. viability rescue. viability increase, % at 10 µM. 140,000 tested, 0.61% active. AID 799, 2007;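 active = viability gain under doxorubicin at or above a set limit, the compound median plus 3 SD, cut at about 4.7% in these data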;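 also: MRP-1 overexpressing cells given doxorubicin 25 µM after compound pretreatment; 18-22 h compound pretreatment then 72 h with doxorubicin before readout; 0% = doxorubicin-only wells and 100% = vehicle-treated cells without doxorubicin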
Measles CPE = compounds protecting cells from measles virus cytopathic effect, primary screen, measles RdRp inhibitor project, single point, MLSMR library, absorbance | AID 841, 2007 | protection (pct of control), % at 4 µM | 140,000 tested, 1.5% active | Measles virus-infected cells, CPE protection; in the data active = protection mostly above about 24%, no sharp cut-off; inactive = mostly below about 26%; also: some compounds called inactive have numbers as strong as hits
GALR2 blocker = GALR2 antagonists in receptor-expressing cells, primary screen; AID 828, 2007; inhibition, % at 4 µM; 140,000 tested, 0.39% active; antagonist mode; Galanin receptor type 2 (Homo sapiens), O43603; in the data active = inhibition above about 27%;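 also: cells stimulated with galanin 1-16 at roughly its EC80; 0% = agonist challenge control and 100% = basal control without agonist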
Target sequence (O43603 whole entry, looked up): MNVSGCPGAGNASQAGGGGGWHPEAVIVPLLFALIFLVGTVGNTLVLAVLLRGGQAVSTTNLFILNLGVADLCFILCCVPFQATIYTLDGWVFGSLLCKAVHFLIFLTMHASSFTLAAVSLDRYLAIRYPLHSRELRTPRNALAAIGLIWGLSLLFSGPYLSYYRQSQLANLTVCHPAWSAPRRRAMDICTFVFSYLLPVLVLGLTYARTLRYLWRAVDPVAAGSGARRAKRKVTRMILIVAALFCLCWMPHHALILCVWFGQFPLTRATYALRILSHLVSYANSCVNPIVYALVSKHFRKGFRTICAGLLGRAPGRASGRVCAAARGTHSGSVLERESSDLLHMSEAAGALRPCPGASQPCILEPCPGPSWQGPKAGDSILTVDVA
E-sel TNF inh = E-selectin induction blockers in HUVEC – imaging, immunofluorescence, high content, primary screen; 120,000 tested, 0.71% active; HUVEC TNFa-induced E-selectin immunofluorescence; inhibition, % at 2 µM;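 active = inhibition above the batch mean plus 3 SD, and confirmed as a hit on visual image review, cut at about 43% in these data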;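 also: 0% = TNF-stimulated DMSO wells and 100% = unstimulated control wells; not every result past the cut was called active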
Yeast growth inh = growth inhibitors of yeast BB579 in restrictive medium, primary screen, yeast lifespan-shortening project, S. cerevisiae. OD615, 48 h. inhibition, % at 10 µM. 140,000 tested, 0.51% active. AID 804, 2007;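 active = inhibition above a set limit, 3 SD over the mean compound inhibition, cut at about 44% in these data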; also: inactives centre near -24
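test system = yeast BB579 (DeaD) | buffer or medium = restrictive CSMM-D medium | doses = single compound dose of 10 µM, 0.25% DMSO final | times = 4 h preincubation and 48 h exposure at 30 °C | technique = culture absorbance at 615 nm | benchmarks = amphotericin B 10 µg/mL, positive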
Phagocytosis inh = inhibitors of macrophage phagocytosis, primary screen, imaging, J774A.1 cells, IgG beads | inhibition, % at 5 µM | J774A.1 macrophage IgG-bead phagocytosis | 110,000 tested, 0.07% active;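 active = inhibition above the mean of the plate negative controls plus 5 SD, cut at about 13% in these data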;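 also: phagocytic index as fraction of beads internalized from green versus red external bead signal; plate controls were DMSO negative control for no effect and cytochalasin-D positive control for full effect; some results beyond the cut were filed as inactive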
PTEN del growth = growth suppression of PTEN-null HCT116, primary screen, cell-based, CellTiter-Glo; HCT116 PTEN-null viability, 60 h; hits give low values; viability, % at 10 µM; 140,000 tested, 1.2% active; AID 827, 2007;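 active = viability at or below a set limit, 4 SD under the median of all tested compounds, cut at about 3.7% in these data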;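 also: PTEN knockout HCT116 line with beta catenin targeted HCT116 as companion control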
HCT116 bCat-KO = primary screen for growth suppressors in beta-catenin knockout HCT116 cells (colon tumor, human). HCT116 beta-catenin knockout viability, CellTiter-Glo, 60 h; hits give low values. viability, % at 10 µM. 140,000 tested, 1.5% active. AID 818, 2007;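 active = viability at or under a set limit, the compound median less 4 SD, cut at about 6% in these data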;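 also: 0% = Hyamine 1622 control at 20 µM and 100% = untreated cell control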
NPY Y2 blocker = NPY-Y2 receptor antagonists, primary screen, cell-based; 140,000 tested, 0.99% active; inhibition, % at 2.7 µM; AID 793, 2007; NPY-Y2 expressing cells, antagonist mode; in the data active = inhibition above about 17%;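 also: 0% = vehicle with agonist challenge and 100% = reference antagonist with challenge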
Target sequence (P49146 whole entry, looked up): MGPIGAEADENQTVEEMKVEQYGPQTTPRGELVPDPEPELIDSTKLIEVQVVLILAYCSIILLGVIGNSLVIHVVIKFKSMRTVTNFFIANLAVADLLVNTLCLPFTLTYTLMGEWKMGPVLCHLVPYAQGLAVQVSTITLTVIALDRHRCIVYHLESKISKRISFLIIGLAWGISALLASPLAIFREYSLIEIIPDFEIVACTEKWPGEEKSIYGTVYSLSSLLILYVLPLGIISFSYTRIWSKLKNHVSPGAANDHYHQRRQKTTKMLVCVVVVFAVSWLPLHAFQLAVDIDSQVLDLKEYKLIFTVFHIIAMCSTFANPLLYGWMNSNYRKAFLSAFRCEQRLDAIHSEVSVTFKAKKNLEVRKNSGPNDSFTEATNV
* = called active by the depositor; / = not tested or not shown.

SMILES	Yeast lifespan up	MRP-1 activ	Measles CPE	GALR2 blocker	E-sel TNF inh	Yeast growth inh	Phagocytosis inh	PTEN del growth	HCT116 bCat-KO	NPY Y2 blocker
CCC(C)C1(CC)C(=O)NC(=O)N=C1N (stereo unspecified)	-4.6	0.2	2.3	0.9	/	-5.5	5.4	77.4	91.0	0.1
CC[N+](C)(CC)CCCOC(=O)C(O)(c1ccccc1)C1CCCCC1 (stereo unspecified)	/	-2.3	32.4*	-7.8	-2.9	-32.3	/	104.4	97.9	3.7
Cc1ccc(C2=NC(C)(C)N3C2C3c2ccc([N+](=O)[O-])cc2)cc1 (stereo unspecified)	5.2	-1.6	5.6	1.9	-10.8	-24.9	1.3	91.8	101.0	2.2
O=C1/C(=C\c2cc3c(cc2Cl)OCO3)N2CCC1CC2	2.0	-3.0	15.9	4.9	/	-17.1	3.5	87.4	79.6	2.6
COc1ccc(C(C)=O)cc1CC(C(=O)c1ccc(C)cc1)N(C)C (stereo unspecified)	-0.5	-1.0	23.1	-5.4	/	-19.1	-9.5	86.3	92.8	0.9
CCCCN1C(=O)NC(=O)C2(Cc3c(nc4c(C)cccn4c3=O)N3CCc4ccccc4C32)C1=O (stereo unspecified)	-12.5	-2.0	19.8	-1.8	-8.8	-49.0	/	64.5	66.3	6.1
O=c1c2ccccc2nc(-c2ccccc2)n1-c1nccs1	3.1	-1.5	35.1	4.6	-7.2	-30.8	-3.6	99.8	98.3	0.4
CCOC(=O)CN1C(=O)C2(C(C#N)=C(N)Oc3ccccc32)C(C(=O)OC)=C1C (stereo unspecified)	3.9	-0.5	8.6	-4.9	5.6	-33.0	-1.7	96.3	93.1	2.6
CCC(C)N1CCN(C(=O)Cc2ccccc2)CC1 (stereo unspecified)	0.8	-1.4	4.6	4.4	16.1	-56.3	0.1	100.0	95.2	0.1
CCCCCCCSc1cc(OC)c(CCNC)cc1OC	-7.3	-4.3	12.1	-1.8	-9.5	36.9	-2.4	1.6*	1.5*	9.5
CN(C)C1(c2nnnn2-c2ccc(Cl)cc2)CCCCC1	-9.2	-0.5	15.5	3.9	16.5	-36.6	-0.2	88.5	96.6	4.6
c1cncc(C2CC(c3cccs3)n3ncnc3N2)c1 (stereo unspecified)	1.9	-0.8	9.9	7.0	-20.6	-12.9	1.1	110.5	112.5	6.2
CN(C)c1ccc(C(=O)c2ccc(N(C)C)cc2)cc1	-5.7	-2.9	3.5	-4.7	/	-19.3	/	24.0	19.2	3.1
O=C1NC(=O)C2(Cc3ccccc3N3CCCC32)C(=O)N1c1ccc(Cl)cc1 (stereo unspecified)	-4.9	-3.5	10.3	-0.2	-3.3	-48.6	-0.2	88.3	93.3	1.6
CCCC1(CCC)C(=O)NC(=Nc2ccccc2)NC1=O	-1.4	-0.3	5.2	14.9	-2.6	-46.0	-0.8	109.0	101.5	0.0
COc1cccc(-n2c(CN3CCN(C)CC3)nc3ccc([N+](=O)[O-])cc3c2=O)c1	-3.2	-3.2	5.2	3.2	/	-48.5	-8.3	67.7	71.5	1.4
CCC(=NCc1cccnc1)c1c(O)n(Cc2ccccc2)c(=O)[nH]c1=O	-9.8	0.5	2.5	-4.6	26.6	-8.6	-0.7	94.0	95.9	3.8
O=C(c1c[nH]cc1-c1ccccc1)c1cccc2ccccc12	/	1.1	6.7	5.5	8.3	-13.5	/	79.3	70.3	2.8
CC(=O)Nc1ccc2c(c1)CC1(C(=O)N(C)C(=O)N(C)C1=O)C1CCCN21 (stereo unspecified)	-0.5	-0.1	4.6	-0.4	-23.0	-50.1	-0.3	107.2	96.1	-0.6
COC(=O)C(C)Oc1cc(C)cc2oc(=O)c3c(c12)CCC3 (stereo unspecified)	-19.8	-4.3	5.5	10.2	0.6	-49.5	0.7	59.8	58.1	1.5
Cc1ccc(CS(=O)(=O)Cc2ccc(C(=O)N3CCC4(CC3)OCCO4)o2)cc1	-6.4	-1.5	2.8	-6.5	9.5	-9.4	/	96.5	98.1	4.9
O=C1CN=C(c2ccccc2F)c2cc(Cl)ccc2N1	7.0	-1.3	27.3	1.1	/	-5.8	/	100.0	87.1	-0.5
O=C1CC(=O)N(c2ccc(Cl)cc2Cl)C(=O)N1	/	0.8	8.1	-1.0	49.0	-7.0	-0.8	103.0	100.5	1.6
CCCC1C(C#N)=C(N)Oc2c1c(=O)oc1ccccc21 (stereo unspecified)	/	-2.1	13.9	3.6	-22.8	-45.1	/	100.9	98.7	1.5
O/N=C/c1c[nH]c2ccccc12	-4.7	-1.9	9.2	12.1	4.2	-14.2	-1.1	91.7	94.8	1.2

One compound at a time (already shown). Order of screens: Yeast lifespan up | MRP-1 activ | Measles CPE | GALR2 blocker | E-sel TNF inh | Yeast growth inh | Phagocytosis inh | PTEN del growth | HCT116 bCat-KO | NPY Y2 blocker
Listed for COc1ccc(C(C)=O)cc1CC(C(=O)c1ccc(C)cc1)N(C)C (stereo unspecified) : -0.5 | -1.0 | 23.1 | -5.4 | / | -19.1 | -9.5 | 86.3 | 92.8 | 0.9
Listed for COC(=O)C(C)Oc1cc(C)cc2oc(=O)c3c(c12)CCC3 (stereo unspecified) : -19.8 | -4.3 | 5.5 | 10.2 | 0.6 | -49.5 | 0.7 | 59.8 | 58.1 | 1.5
Listed for COc1cccc(-n2c(CN3CCN(C)CC3)nc3ccc([N+](=O)[O-])cc3c2=O)c1 : -3.2 | -3.2 | 5.2 | 3.2 | / | -48.5 | -8.3 | 67.7 | 71.5 | 1.4
Listed for CCCCCCCSc1cc(OC)c(CCNC)cc1OC : -7.3 | -4.3 | 12.1 | -1.8 | -9.5 | 36.9 | -2.4 | 1.6* | 1.5* | 9.5
Listed for CC[N+](C)(CC)CCCOC(=O)C(O)(c1ccccc1)C1CCCCC1 (stereo unspecified) : / | -2.3 | 32.4* | -7.8 | -2.9 | -32.3 | / | 104.4 | 97.9 | 3.7

Back to the main list, starting 2 compounds before the break.
SMILES	Yeast lifespan up	MRP-1 activ	Measles CPE	GALR2 blocker	E-sel TNF inh	Yeast growth inh	Phagocytosis inh	PTEN del growth	HCT116 bCat-KO	NPY Y2 blocker
CCCC1C(C#N)=C(N)Oc2c1c(=O)oc1ccccc21 (stereo unspecified)	/	-2.1	13.9	3.6	-22.8	-45.1	/	100.9	98.7	1.5
O/N=C/c1c[nH]c2ccccc12	-4.7	-1.9	9.2	12.1	4.2	-14.2	-1.1	91.7	94.8	1.2
Cc1cccnc1NC1=NCC(C)S1 (stereo unspecified)	-1.6	-1.6	3.1	14.6	-7.7	-22.0	-0.7	96.4	99.6	1.3
CCOC(=O)C(NC(C)=O)C(OC(C)=O)c1cccc(N(CCCl)CCCl)c1 (stereo unspecified)	/	-4.7	12.1	-2.3	4.6	-41.5	/	58.2	68.6	2.1
CC12CN3CCN(CC(C3)C1O)C2 (stereo unspecified)	-4.1	0.6	30.9	4.0	/	-31.1	-0.1	107.5	96.1	0.2
CC(=NCC1CCCO1)c1c(O)n(Cc2ccccc2)c(=O)[nH]c1=O (stereo unspecified)	1.8	0.0	36.2*	7.7	10.0	-53.6	-0.4	107.3	101.9	3.1
COCCCNC(=O)c1c(NC(=O)c2ccco2)n(Cc2ccccc2)c2nc3ccccc3nc12	-0.4	-3.5	6.0	5.1	9.9	-59.4	2.3	62.8	67.8	4.1
CN1CCC(O)(c2ccccc2)C2CCCC21 (stereo unspecified)	-1.4	-1.4	2.4	1.1	19.2	-17.2	2.5	99.2	101.0	0.5
O=C1NC(=O)C(CCc2ccncc2)(Cc2cccc(Cl)c2Cl)C(=O)N1c1ccc(Br)cc1 (stereo unspecified)	-1.3	-4.5	-0.2	-11.1	11.3	-32.0	-0.2	17.0	21.3	2.3
Cc1ccc(OCC(=O)Nc2ccc(Cl)cc2C(=O)c2ccccc2)cc1	-0.7	-2.0	13.8	4.3	/	-11.2	-8.6	89.9	87.3	1.1
O=C(Cc1ccccc1)N1CCN(CC2CC=CCC2)CC1 (stereo unspecified)	-15.4	-2.0	24.1	1.8	5.7	-16.9	4.7	89.5	92.5	2.7
CC1OC(NCCc2ccccc2)C(O)C(O)C1O (stereo unspecified)	2.4	-2.5	8.0	-3.9	6.2	-3.9	/	84.5	91.8	1.4
CCNCC1(c2ccc(OC)c(OC)c2)CCCC1	-20.2	-1.3	6.7	3.8	26.3	-15.6	/	90.9	93.7	1.3
O=C1C2CCCN2C(c2cccnc2)N1c1ccc(Cl)c(Cl)c1 (stereo unspecified)	-12.8	-1.9	3.0	-5.0	-10.5	-49.8	3.6	86.8	93.5	-0.9
Cc1nc2ccccc2c(=O)n1-c1cccnc1	-2.7	0.5	3.9	13.3	-7.1	-41.1	-1.9	108.3	93.9	-2.5
CCN1CCN(c2nc3c(c(=O)[nH]2)CCCC3)CC1	-6.0	1.1	11.3	11.7	/	-37.5	-0.4	87.3	90.7	1.1
COC(=O)CCCNC(=O)CN1CC(c2ccccc2)CC1=O (stereo unspecified)	-8.0	-1.4	6.0	1.8	/	-49.8	-0.4	92.0	88.6	2.0
CCOC(=O)c1c(C)n(C(C)C)c2ccc(OC(=O)c3ccc(N4C(=O)CCC4=O)cc3)cc12	18.8	-0.4	19.3	-5.1	-19.3	-29.7	-5.5	75.9	82.4	1.8
O=C(NC1CN2CCC1CC2)c1cc(Cl)c([N+](=O)[O-])c2nc[nH]c12 (stereo unspecified)	2.7	-4.1	8.4	-3.0	/	-53.2	1.1	0.6*	0.8*	-0.9
O=C1C(c2ccccc2)=C(N2CC2)c2ccccc21	-8.2	-2.7	12.2	-12.9	-14.0	-33.7	-0.8	86.8	78.5	5.5
CCCCn1c(=O)c(C=Nc2ccc(Cl)cc2)c(O)n(Cc2ccco2)c1=O	1.1	-2.4	6.0	-0.2	-7.1	-57.6	-4.9	95.5	86.8	5.5
CCCOP(=O)(OCCC)C(NC(=O)c1ccccc1)=C(Cl)Cl	-3.2	-0.9	18.0	-8.8	1.8	-8.9	-8.3	92.7	85.2	2.9
Cc1cccn2c(NCC3CCCO3)c(C(C)C)nc12 (stereo unspecified)	-16.4	0.1	17.4	7.8	/	-31.7	-0.8	102.5	98.0	1.5
COc1ccc2c(CCN)c[nH]c2c1	-6.6	-1.1	10.7	-0.7	0.1	-61.2	0.8	93.3	89.2	-0.2
O=c1[nH]c(=S)n(Cc2ccc(F)cc2)c(O)c1C=NCC1CCCO1 (stereo unspecified)	-4.3	-3.5	5.9	3.7	4.6	-14.6	-0.5	85.1	89.7	4.0
CCC/C(=N\O)c1c[nH]c2ccccc12	-9.0	-3.7	3.1	10.7	/	-8.8	-0.3	97.8	85.8	2.6
COc1ccccc1N1CCN(Cc2ccccc2Cl)CC1	-3.3	-1.5	9.9	16.3	/	-18.2	-0.7	87.0	85.2	2.0
O=P(/C(=N/O)N1CCCCC1)(N1CCOCC1)N1CCOCC1	-3.4	1.5	9.0	-5.1	-19.7	-4.7	1.4	108.5	103.5	0.8

Assay outcomes from PubChem.

Only part of the results is shown; the hit share may differ from the screen's.
